Bioassay records (PubChem)
Eya2 inh = qHTS Assay for Inhibitors of the Phosphatase Activity of Eya2; recombinant Eya2, OMFP fluorescence dephosphorylation (OMFP is methylfluorescein phosphate); Potency, µM (highest dose often 76.9 µM), inactives show at the top dose activity, negative = inhibition, usual class: inhibitors; Protein phosphatase EYA2 (Homo sapiens), O00167; 330,000 compounds, 0.006% hits; note: potency is the fitted concentration of half-maximal effect; % is set by controls: 0 for no effect and ±100 for the full control effect
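Eya2 protein (added as 0.2 uM solution) was preincubated with compound for 10 min at ambient temperature in 50 mM HEPES pH 7.5, 50 mM NaCl, 5 uM MgCl2, 0.05% BSA, 1 mM DTT. OMFP (added at 50 uM) then reacted 10 min; fluorescence read at 485/525 nm.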
TSHR antag = Antagonists of the Thyroid Stimulating Hormone Receptor: HTS campaign; 330,000 compounds, 0.2% hits; activity change, negative = inhibition, % at 11.5 µM; TSHR-expressing cells, TSH-stimulated cAMP HTRF, 2 h; hits give low values;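 active = activity change below a set negative limit, meaning inhibition stronger than a set level, cut at about -70% in these data; inconclusive = activity change between two set negative limits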; note: % is set by controls: 0 for no effect and ±100 for the full control effect
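Inhibition of cAMP made by TSHR-expressing cells under TSH stimulation (4nM final, EC80; 2 h, 37 deg C) is quantified with a one-step lysis HTRF kit, anti-cAMP cryptate versus cAMP-d2.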
Chronic BCR inh = qHTS Assay to Find Inhibitors of Chronic Active B-Cell Receptor Signaling. AID 493014, 2011. ABC-DLBCL IkBa-CBG/CBR reporter, luminescence ratio, 4 h. 340,000 compounds, 0.05% hits. Potency, µM (titrated, usually from 46.1 µM), for the others: at the top dose ratio change, negative = lower green/red ratio, most hits filed as inhibitors; active = well fitted inhibition curve with a large enough effect in the signal ratio, with a control signal flat, not every such curve was filed as active; inconclusive = small, poorly fitted or top-dose-only effect, or effect the other way, or a change in a side signal; the % refers to the signal ratio;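 note: potency is the fitted concentration of half-maximal effect; plate controls were basal doxycycline-induced cells for no effect and cells given 10 µM MG132 for full effect; MG132 reads +100%, hits lower the ratio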
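Concentration-response series (up to 46 uM) were applied to TMD8 dual-reporter cells for 4 h at 37C with doxycycline. Green/red ratio, after filter-overlap correction, defined %Activity; red signal alone was normalised to basal cells and zero luminescence.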
hERG WT inh = qHTS for Inhibitors of KCHN2 3.1: Wildtype qHTS; Voltage-gated inwardly rectifying potassium channel KCNH2 (Homo sapiens), Q12809; 340,000 compounds, 0.37% hits; activity change, % at 1.84 µM; U2OS, BacMam KCNH2, thallium flux FluxOr; hits give low values; AID 720551, 2013;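 active = maximum activity change below -70%; inconclusive = maximum activity change between -70% and -50%; inactive = maximum activity change above -50%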; note: % is set by controls: 0 for no effect and ±100 for the full control effect
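U2OS cells transduced with wild-type KCNH2 virus are loaded with FluxOr dye for 45 min, and thallium flux is measured in kinetic reads before and after stimulation buffer. Rate constants are normalized to DMSO controls.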
MBNL1 CUG block = qHTS Assay for Inhibitors of MBNL1-poly(CUG) RNA binding. AID 2675, 2010. 280,000 compounds, 0.036% hits. Potency, µM (top dose mostly 57.5 µM), for inactives: top-dose activity change, negative = inhibition, hits mostly inhibitors. Muscleblind-like protein 1 (Homo sapiens), Q9NR56. TR-FRET MBNL1-His/biotin-(CUG)12 binding, 665/545 ratio; active = well fitted inhibition curve with a large enough effect in the signal ratio, with a control signal flat, not every such curve was filed as active; inconclusive = small, poorly fitted or top-dose-only effect, or effect the other way, or a change in a side signal; inactive = no such curve, though single readings can be large or run the other way; the % refers to the signal ratio; note: potency is the fitted concentration of half-maximal effect; % is set by controls: 0 for no effect and ±100 for the full control effect
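His-tagged MBNL1 binding to biotinylated (CUG)12 RNA was measured by TR-FRET using terbium anti-His antibody (0.055 ng/ul final) and streptavidin-XL665 (5 nM final). Compounds were titrated 92 nM to 58 uM; 60 min at room temperature.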
USP2a inh = qHTS Assay for Inhibitors of Ubiquitin-specific Protease USP2a Using CHOP2 as the Reporter; Potency, µM (top dose mostly 38.3 µM), for the others: at the top dose activity change, negative = inhibition, usual class: inhibitors; USP2 core, Ub-CHOP2 coupled fluorogenic reporter, 485/531; Ubiquitin carboxyl-terminal hydrolase 2 (Homo sapiens), O75604; AID 463254, 2010; 330,000 compounds, 0.01% hits;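 note: potency is the fitted concentration of half-maximal effect; plate controls were DMSO wells for no effect and full inhibition by NEM control for full effect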
Target sequence (O75604 whole entry, looked up): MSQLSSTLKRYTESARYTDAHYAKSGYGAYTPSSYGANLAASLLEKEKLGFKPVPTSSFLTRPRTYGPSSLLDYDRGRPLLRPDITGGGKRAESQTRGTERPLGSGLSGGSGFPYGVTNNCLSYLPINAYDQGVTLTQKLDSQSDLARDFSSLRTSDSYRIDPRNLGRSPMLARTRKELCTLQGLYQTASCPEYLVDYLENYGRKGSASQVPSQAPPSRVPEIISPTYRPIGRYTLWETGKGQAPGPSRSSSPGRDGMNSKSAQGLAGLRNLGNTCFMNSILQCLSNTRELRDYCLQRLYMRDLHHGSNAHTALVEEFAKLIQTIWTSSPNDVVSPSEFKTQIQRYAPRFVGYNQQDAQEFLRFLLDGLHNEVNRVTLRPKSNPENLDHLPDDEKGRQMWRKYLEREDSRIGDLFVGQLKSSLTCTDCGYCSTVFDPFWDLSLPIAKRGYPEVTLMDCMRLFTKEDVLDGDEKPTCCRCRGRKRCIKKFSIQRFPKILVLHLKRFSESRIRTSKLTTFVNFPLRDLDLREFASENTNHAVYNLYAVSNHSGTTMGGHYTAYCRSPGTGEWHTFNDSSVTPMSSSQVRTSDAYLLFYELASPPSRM
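Deubiquitinase activity read as fluorescence (485/531 nm) after Ub-CHOP2 cleavage activates the enterokinase reporter on its substrate; USP2 core 10nM, Ub-CHOP2 and substrate 25nM each, 30min compound preincubation then 60min RT; data normalized to NEM, curves fitted.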
Menin-MLL TR inh = qHTS Assay for Inhibitors Targeting the Menin-MLL Interaction in MLL Related Leukemias: Competition With Texas Red Labeled MLL-derived Mutant Peptide; O00255; Menin + Texas Red MLL mutant peptide, fluorescence polarization; Potency, µM (highest dose often 61.6 µM), for inactives: top-dose FP activity change, negative = inhibition, most hits filed as inhibitors; 270,000 compounds, 0.23% hits; AID 1768, 2009; active = well fitted inhibition curve with a large enough effect in the polarisation, with a control signal flat, not every such curve was filed as active; inconclusive = small, poorly fitted or top-dose-only effect, or effect the other way, or a change in a side signal; inactive = no such curve, though single readings can be large or run the other way; the % refers to the polarisation; note: potency is the fitted concentration of half-maximal effect; % of control where 0% means no effect; many of its hits are not listed in these tables
PKM2 act = qHTS Assay for Activators of Human Muscle isoform 2 Pyruvate Kinase; Potency, µM (doses to about 57.5 µM), inactives show at the highest dose activation, most hits filed as activators; 260,000 compounds, 0.34% hits; Pyruvate kinase PKM (Homo sapiens), P14618; purified PKM2, Kinase-Glo ATP luminescence, activation; response scale: 0% is enzyme alone, no compound; note: potency is the fitted concentration of half-maximal effect; % is set by controls: 0 for no effect and ±100 for the full control effect; nearly all actives have a fitted effect of over 55% in size
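Kinase-Glo luminescence reports ATP generated from ADP (0.1 mM) and PEP (0.5 mM) by purified hPK-M2 after 1 h at room temperature, pH 7.2 imidazole buffer; intermediate enzyme activity allows detecting inhibitors and activators.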
GALK inhibitor = qHTS Assay for Inhibitors of Human Galactokinase (GALK); Purified GALK, Kinase-Glo residual ATP luminescence; Potency, µM (series often up to 57.5 µM), inactives show at the highest dose activity change, negative = inhibition, usual class: inhibitors; 270,000 compounds, 0.007% hits; AID 1868, 2009; note: potency is the fitted concentration of half-maximal effect; % is set by controls: 0 for no effect and ±100 for the full control effect
Target sequence (P51570 whole entry, looked up): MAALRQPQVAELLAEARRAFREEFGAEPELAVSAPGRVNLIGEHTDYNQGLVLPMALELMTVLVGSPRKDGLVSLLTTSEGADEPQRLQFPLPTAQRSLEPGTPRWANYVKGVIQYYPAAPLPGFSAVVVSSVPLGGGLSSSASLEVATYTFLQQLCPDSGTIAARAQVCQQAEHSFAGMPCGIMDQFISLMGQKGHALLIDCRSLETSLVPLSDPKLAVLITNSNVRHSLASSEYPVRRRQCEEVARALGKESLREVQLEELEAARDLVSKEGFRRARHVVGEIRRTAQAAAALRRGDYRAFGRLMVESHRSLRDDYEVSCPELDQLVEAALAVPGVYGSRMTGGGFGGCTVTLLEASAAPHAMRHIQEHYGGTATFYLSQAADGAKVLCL
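5 nM enzyme, 35 uM ATP, 100 uM galactose, 20 mM HEPES pH8.0, 5 mM MgCl2; 1 h RT; residual ATP by Kinase-Glo Plus luminescence, qHTS format.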
ASM inhibitor = Inhibitors of Secretory Acid Sphingomyelinase (S-ASM): qHTS; Sphingomyelin phosphodiesterase (Homo sapiens), P17405; placental ASM, HMU-PC fluorogenic substrate, 60 min; Potency, µM (top dose mostly 57.5 µM), without a hit: top-dose activity change, negative = inhibition, usual class: inhibitors; 340,000 compounds, 0.006% hits; AID 504937, 2011; note: potency is the fitted concentration of half-maximal effect
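Human placenta-derived ASM preincubated with compound 10 min at room temperature, then reacted with 9 uM (final) fluorogenic HMU-PC substrate for 60 min at 37 C. Stop solution raises pH to 10; fluorescence read at Ex 386/Em 447 nm.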
Mito fusion act = qHTS Assay for Small Molecule Inhibitors of Mitochondrial Division or Activators of Mitochondrial Fusion; S. cerevisiae fusion-defective mutant growth rescue, CellTiterGlo 48 h; Potency, µM (doses to about 46.1 µM), inactives show top-dose growth rescue (activation), hits mostly activators; 320,000 compounds, 0.23% hits; AID 485298, 2010;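 note: potency is the fitted concentration of half-maximal effect; % of control where 0% means no effect; nearly all actives have a fitted effect of over 45% in size; temperature-sensitive fusion mutants such as fzo1-1 at 37 °C on non-fermentable ethanol glycerol medium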
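Read-out: ATP-based luminescence (CellTiterGlo, 10 min ambient) reporting growth of fusion-defective ts yeast after 48 hours at 37C on glycerol/ethanol YPEG medium in the presence of compound.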
Numbers without * were called inactive; i = inactive; ? = inconclusive; nt = no result given; [ ] = remark or other dose. Unless noted, calls come from the whole dose curve; as a rule, active = well fitted curve in the direction sought with a large enough effect; inconclusive = small, poorly fitted or top-dose-only effect, or another doubt; inactive = no such curve, though single readings can be large; an effect the other way counts as inactive or inconclusive. Only part of the results is shown, so the mix of outcomes need not match the whole.

SMILES	Eya2 inh	TSHR antag	Chronic BCR inh	hERG WT inh	MBNL1 CUG block	USP2a inh	Menin-MLL TR inh	PKM2 act	GALK inhibitor	ASM inhibitor	Mito fusion act
CN(CCCC1CCCC1)C(=O)CCc1nnc(-c2ccccc2)o1	-14%	-2	-1%	-3	-4%	-5%	?	19%	1%	0%	6%
S=C(Nc1cccc(Cl)c1)N1CCN(c2ccccn2)CC1	-3%	1	8%	-9	-2%	-1%	29%	1%[11.5 µM]	6%	4%	-15%
COc1ccc(CC(=O)N(CCC2=CCCCC2)c2c(N)n(Cc3ccccc3)c(=O)[nH]c2=O)cc1OC	6%	11	-1%	9	nt	2%	nt	nt	nt	nt	-3%
CC1CCN(S(=O)(=O)c2ccc(C(=O)Nc3ccccn3)cc2)CC1	2%	17	?	1	nt	0%	nt	nt	nt	-2%	2%
Cc1ccc(-n2nc(C)c3c(C)c(CCC(=O)NCCCOC(C)C)c(C)nc32)cc1	-20%	-7	?	nt	-8%	0%	-28%	nt	nt	-8%	28%
Cc1cccc(OCC(=O)O/N=C(\N)c2ccc(Cl)cc2)c1	11%	-12	?	3	-3%	6%	?	-1%	2%	5%	-3%
CN1/C(=C\C(=O)COC(=O)c2ccc(O)c(O)c2)C(C)(C)c2ccccc21	2%	-26	?	-6	3%	-5%	?	-8%	8%	26%	6%
Cc1ccnc(NC(=O)CCCOc2cc(=O)n(C)c3ccccc23)c1	-1%	-3	?	0	2%	1%	-22%	5%	-1%	-2%	-3%
CCOCCCNC(=O)CC1Oc2ccc(C)cc2NC1=O (stereo not drawn)	15%	-6	7%	-7	-1%	1%	1%	3%	2%	0%	-5%
Cc1n[nH]c(C)c1S(=O)(=O)Nc1ccc2c(c1)OCCO2	-9%	9	-8%	1	-3%	3%	-2%	-5%	-4%	5%	0%
CCC(Oc1ccccc1)C(=O)Nc1ccccc1C(=O)N1CCOCC1 (stereo not drawn)	3%	-5	1%	-1	5%	-2%	nt	-4%	-3%	2%	2%
CCOC(=O)c1c(C)[nH]c(C(=O)COC(=O)COc2ccc(OC)cc2)c1C	5%	-15	-9%	12	nt	0%	7%	2%	1%	0%	-7%
COc1ccc(S(=O)(=O)N2CCC(C(=O)NCCc3ccccc3)CC2)cc1	?	13	2%	1	1%	1%	?	-4%	-3%	5%	0%
Oc1cc(-n2cccn2)c(O)cc1-n1cccn1	9%	-10	?	-2	-5%	3%	?	-25%	2%	0%	-10%
C[N+]1(CCCOC(=O)C2(c3ccccc3)CCCC2)CCOCC1	9%	3	0%	-44	-13%[11.5 µM]	2%	5%	1%	nt	0%	-9%
O=C(Cn1c(=O)n(CCCC(=O)NC2CCCC2)c(=O)c2ccccc21)NCCC1=CCCCC1	13%	1	1%	-10	0%	0%	-14%	7%	0%	2%	-1%
COc1ccc(NC(=O)C2CCN(c3ncnc4c3nc3n4CCCCC3)CC2)c(OC)c1	-6%	10	4%	-2	-22%	0%	-6%	12%[0.46 µM]	7%	-1%	5%
O=C(c1ccc2c(c1)OCO2)C1CCCN(C(=O)NCc2ccccc2)C1 (stereo not drawn)	-4%	-5	1%	-17	1%	2%	3%	2%	0%	-1%	4%
CCCSc1nnc(NC(=O)c2nc(SC)ncc2Cl)s1	9%	-11	-20%	22	-9%	4%	-1%	1%	1%	0%	10%
Cc1ccc(NC2CCCN(C(=O)c3cn4cccc(C)c4n3)C2)cc1C (stereo not drawn)	1%	6	-13%	-2	-1%	3%	nt	nt	2%	-2%	3%
COc1cccc(-n2nnc3c(=O)n(Cc4ccc(Br)cc4)cnc32)c1	-1%	1	0%	-12	-7%	1%	-1%	-1%	4%	-10%	0%
CC(=O)Nc1cccc(-c2csc(Nc3cc(C)ccn3)n2)c1	-14%	-12	?	1	15%	-5%	?	-24%	3%	-13%	2%
COc1ccc(/C=C2\SC(=Nc3ccccc3OC)NC2=O)cc1	4%	1	?	7	?	-6%	30%	-13%	0%	-9%	20%
CCO[C@H]1OC(C(=O)N2CCCCCCC2)=C[C@@H](c2ccccc2)[C@@H]1CCCO	-1%	-2	4%	1	0%	-1%	-26%	-7%	-5%	8%	4%
Cc1ccc2[nH]c(C(=O)N3CCN(C=O)CC3)cc2c1	13%	-10	-7%	-13	24%	2%	13%	1%[11.5 µM]	7%	2%	1%
COc1ccc(S(=O)(=O)NC2CCSc3ccccc32)cc1NC(C)=O (stereo not drawn)	0%	6	13%	-6	-7%	1%	-7%	nt	0%	2%	4%
Cc1ccc(SCC(=O)NCc2cccnc2)cc1	0%	13	12%	-8	0%	0%	-17%	-2%	0%	5%	-5%
COc1ccc(CC(=O)NCc2n[nH]c(=S)n2-c2cccc(C)c2)cc1	4%	-3	-20%	6	-2%	2%	-10%	-18%	0%	3%	-4%
Cc1ccc(NC(=O)COC(=O)CC2SC(N3CCCC3)=NC2=O)cc1 (stereo not drawn)	15%	3	5%	-3	nt	0%	nt	nt	nt	3%	-4%
COCCSc1ccccc1C(=O)Nc1ccc(Br)cc1	-11%	10	0%	-4	3%	0%	5%	5%	1%	0%	18%
COCCCNC(=S)Nc1ccc(C)cc1[N+](=O)[O-]	-2%	-2	-1%	19	?	3%	0%	4%	2%	1%	16%
CCOc1ccccc1CN1CCN(C2CCSCC2)CC1CCO (stereo not drawn)	7%	2	-6%	12	-5%	1%	-6%	-23%	4%	2%	0%
CCOC(=O)C(CCCCCOc1ccccc1[N+](=O)[O-])C(=O)OCC	-13%	-6	-6%	-14	nt	2%	4%	9%	1%	2%	5%
O=C(c1cc(-c2ccccc2)n[nH]1)N1CCc2c([nH]c3ccccc23)C1c1ccccn1 (stereo not drawn)	-6%	1	?	i	2%	-5%	-10%	-5%	9%	-13%	20%
Cc1ccc(-c2nn(Cc3ccccc3)cc2/C=C/C(=O)O)cc1	-10%	4	9%	-2	0%	0%	32%[activator]	0%	2%	0%	-2%
CC(=O)c1ccccc1NC(=O)C1CCCN(C(=O)c2ccc(Cl)cc2)C1 (stereo not drawn)	7%	-11	-3%	-6	nt	2%	nt	nt	nt	3%	5%
Cc1ccccc1-c1nnnn1C1CCS(=O)(=O)C1 (stereo not drawn)	5%	-7	6%	-5	-5%	4%	1%	-5%	-2%	0%	0%
O=[N+]([O-])c1ccc2sc(SCc3nc4ccccn4c3Br)nc2c1	-3%	-11	?	nt	-13%	0%	-8%	11%	0%	nt	-7%
CC1CCCC(C)N1C(=O)c1ccc(S(=O)(=O)NCc2ccco2)cc1 (stereo not drawn)	12%	8	?	1	9%	0%	-14%	-7%	2%	3%	-6%
O=C(NC(=O)c1ccccc1F)OCc1ccc(Cl)cc1Cl	4%	-8	-6%	4	-8%	2%	nt	6%	-1%	-4%	4%
Cc1ccccc1C(=O)c1cccn1CC(=O)NCCC1=CCCCC1	5%	-2	1%	8	2%	-6%	-15%	-2%	-1%	3%	15%
O=C(NCc1ccc(F)cc1)C1CCCN1C(=O)Nc1cccc(F)c1 (stereo not drawn)	2%	-4	3%	-1	-6%	-1%	0%	-5%	5%	0%	1%
Cc1ccc2nc(-c3ccc(NC(=O)CN4CCN(C(=O)c5ccco5)CC4)cc3)sc2c1	4%	-22	10%	-5	23%	0%	?	0%	0%	28%	0%
